Bioassay records from PubChem.
PRMT1 FP inh: PRMT1 methyltransferase inhibitors, primary screen, biochemical, fluorescence polarization; recombinant PRMT1, activity-based probe fluorescence polarization; inhibition, % at 2.79 µM; hit rate 1.3% among 370,000; AID 652257, 2013;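 active means inhibition above about 21% made by adding two undisclosed values, limit read from the data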
Tn7 DDE FP: inhibitors of Tn7 peptide binding to fibrin DD(E), primary screen, biochemical, fluorescence polarization, human fibrin, Tn7 probe; inhibition, % at 8.3 µM; hit rate 0.13% among 370,000; Fibrinogen beta chain (Homo sapiens), P02675; FP displacement of FITC-Tn7 peptide from fibrin DD(E); 0% = median of compound wells per plate;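 active means inhibition above the mean of compounds falling within the control limits plus 3 SD of them, cut at about 14% in these data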;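 further: 0% = plate median of compound wells and 100% = 10 µM Aha-Tn7 peptide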
Target sequence (P02675 whole entry, looked up): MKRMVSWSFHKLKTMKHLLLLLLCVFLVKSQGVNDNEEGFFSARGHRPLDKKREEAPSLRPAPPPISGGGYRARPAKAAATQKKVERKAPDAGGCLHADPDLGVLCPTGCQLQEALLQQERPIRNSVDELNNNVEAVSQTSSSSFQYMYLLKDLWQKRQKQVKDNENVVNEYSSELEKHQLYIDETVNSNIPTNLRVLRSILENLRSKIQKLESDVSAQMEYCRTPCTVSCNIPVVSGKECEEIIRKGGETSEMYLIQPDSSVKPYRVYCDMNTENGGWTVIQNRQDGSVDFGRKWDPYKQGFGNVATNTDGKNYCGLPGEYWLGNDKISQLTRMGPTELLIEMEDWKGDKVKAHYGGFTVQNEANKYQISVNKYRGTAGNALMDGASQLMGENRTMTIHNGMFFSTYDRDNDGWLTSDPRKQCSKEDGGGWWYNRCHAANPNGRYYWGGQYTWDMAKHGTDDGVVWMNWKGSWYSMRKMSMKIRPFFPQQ
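Assay system: Fibrin-DD(E) protein isolated from polymerized human fibrin clots; read-out basis: percent inhibition; medium: Tris/NaCl/CaCl2 buffer, pH 7.8; signal: FP measurement; incubation: 10 min plus 3 h, room temperature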
HTRA1 inh: HTRA1 serine protease inhibitors, primary screen, biochemical, fluorescence polarization, HTS; Q92743; recombinant HTRA1, FP-rhodamine activity-based probe; inhibition, % at 5.96 µM; hit rate 0.5% among 340,000; in the data active means inhibition above about 36%;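 further: 0% = enzyme with DMSO and 100% = wells lacking enzyme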
Target sequence (Q92743 whole entry, looked up): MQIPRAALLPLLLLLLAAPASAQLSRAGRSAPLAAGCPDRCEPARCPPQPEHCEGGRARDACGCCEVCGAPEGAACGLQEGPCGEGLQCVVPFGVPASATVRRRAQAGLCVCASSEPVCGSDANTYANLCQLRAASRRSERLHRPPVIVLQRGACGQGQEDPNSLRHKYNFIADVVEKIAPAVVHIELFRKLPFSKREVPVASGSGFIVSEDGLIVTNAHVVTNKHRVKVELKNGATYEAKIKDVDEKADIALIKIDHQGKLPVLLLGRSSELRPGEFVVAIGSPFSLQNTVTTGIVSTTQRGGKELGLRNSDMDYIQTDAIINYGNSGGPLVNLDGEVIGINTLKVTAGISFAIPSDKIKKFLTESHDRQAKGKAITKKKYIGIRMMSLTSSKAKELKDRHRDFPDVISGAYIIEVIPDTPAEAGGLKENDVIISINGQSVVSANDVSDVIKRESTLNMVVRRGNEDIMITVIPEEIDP
LEDGF integ inh: blockers of LEDGF/p75-dependent integrase strand transfer – biochemical, TR-FRET, high throughput, primary screen; HIV-1 integrase (with human LEDGF/p75); TR-FRET IN-LEDGF/p75 DNA integration, Eu/Cy5; inhibition, % at 3.7 µM; hit rate 0.64% among 370,000; AID 743269, 2014;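 active means inhibition above the screen-wide mean plus 3 SD, cut at about 13% in these data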;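 further: signal is the Cy5 over europium emission ratio at 671 and 618 nm; 0% = plate median of compound wells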
PG9 binder: binders of HIV-1 gp120 antibody PG9, primary screen, biochemical, TR-FRET; HIV-1 gp120 / PG9 antibody interaction; TR-FRET gp120-PG9 antibody binding; inhibition, % at 6.7 µM; hit rate 0.43% among 360,000; in the data active means inhibition above about 8.5%
mABHD4 FP: ABHD4 inhibitors, primary screen, biochemical, fluorescence polarization, mouse. hit rate 0.54% among 370,000. AID 720543, 2013. purified mABHD4, FP-Rh probe fluorescence polarization. inhibition, % at 8.92 µM;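 active means inhibition exceeding the mean over every tested compound plus 3 SD, cut at about 30% in these data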;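 further: 0% = plate median of compound wells and 100% = S159A mutant with DMSO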
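Material: mouse ABHD4 enzyme, wild type; Benchmarks: S159A mutant high control, sample median low control; Buffer or medium: HEPES pH 7.0, NaCl, Pluronic buffer; Signal: fluorescence polarization; Read-out: percent inhibition of probe binding, normalized to plate controls; Timing: pre-incubation 45 min, probe exposure 60 min, at 25 °C; Dosing: 8.92 µM, single dose.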
TCR CD3 inh: inhibitors of human TCR-CD3 interaction, primary screen, biochemical, fluorescence, TAMRA-labeled TCR probe. inhibition, % at 9.4 µM. AID 651800, 2012. hit rate 0.37% among 360,000. T-cell receptor (TCR); in the data active means inhibition above about 19%;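 further: recombinant mutant TCR 2C K166C tagged with TAMRA read by polarization; 0% = receptor in buffer alone and 100% = receptor with positive control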
UHRF1 binding: UHRF1 methylated DNA binding inhibitors, primary screen, counter-screen for MBD2 inhibitor project, biochemical, TR-FRET, human UHRF1, single concentration; E3 ubiquitin-protein ligase UHRF1 (Homo sapiens), Q96T88; UHRF1 binding to methylated oligo; inhibition, % at 4.4 µM; hit rate 0.75% among 370,000; AID 687016, 2013; in the data active means inhibition above about 21%;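 further: UHRF1 SRA domain binding a hemimethylated CpG hairpin DNA probe; 0% = median of test compound wells and 100% = reference inhibitor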
TDP2 inh: human TDP2 enzyme inhibitors, primary screen, biochemical, epi absorbance, recombinant enzyme; Tyrosyl-DNA phosphodiesterase 2 (Homo sapiens), O95551; T5PNP hydrolysis, p-nitrophenol absorbance 415 nm; inhibition, % at 12.8 µM; hit rate 0.34% among 370,000;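 active means inhibition above the mean of all tested compounds plus 3 SD, set per campaign, cut at about 25% in these data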;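 further: 0% = DMSO with enzyme and 100% = buffer with substrate but no TDP2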
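Test system: Human TDP2 enzyme | Reagent: 5 mM T5PNP | Compound dosing: 12.8 µM single point, 1% DMSO | Incubation: Enzyme reaction with compound for 2 h at 37 °C | Technique: p-Nitrophenol epi absorbance | Read-out: % inhibition relative to enzyme-containing and enzyme-free wells | Benchmarks: High control without enzyme, low control DMSO plus TDP2 | Replicates: Singlicate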
SIAE inh: human SIAE inhibitors, primary screen, biochemical, fluorescence polarization, FP-Rh probe, 1536-well HTS; Sialate O-acetylesterase (Homo sapiens), Q9HAT2; SIAE FP-Rh probe binding; inhibition, % at 9.66 µM; hit rate 0.69% among 370,000;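 active means inhibition above a cutoff: mean of compounds within the control limits plus 3 SD of those, cut at about 17% in these data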;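 further: 0% = plate median of compound wells and 100% = probe without SIAE protein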
Active calls of the source: *; x = no result given. No enrichment for hits (roughly 4.2% active in at least one column).

SMILES	PRMT1 FP inh	Tn7 DDE FP	HTRA1 inh	LEDGF integ inh	PG9 binder	mABHD4 FP	TCR CD3 inh	UHRF1 binding	TDP2 inh	SIAE inh
Cc1cc(C(F)(F)F)c2c(C)nn(CCc3nn[nH]n3)c2n1	0	0	-1	1	-1.1	0	3	0	-4	0
COc1ccc(C=CC(=O)c2ccc(OC)c(OC)c2O)cc1OC	-3	-9	-2	1	-2.2	-6	-2	0	-12	-19
Oc1c(CN2CCOCC2)ccc2ccccc12	3	-6	11	5	-1.9	27	4	-2	-4	7
Cc1ccc2c(c1)C(c1ccc(O)cc1)(c1ccc(O)cc1)C(=O)N2C	-2	-1	5	2	-2.2	-3	5	1	13	-2
CCCCC(c1nnnn1C1CCCC1)N1CCN(C(=O)c2ccco2)CC1 (centres undefined)	-2	-5	0	-1	-0.3	3	3	1	3	-4
CN(Cc1ccccc1)S(=O)(=O)c1ccc(Cl)c(C(=O)OCC(N)=O)c1	-3	3	3	-3	0.0	1	1	1	4	-6
CCCCc1c(O)c2ccccc2[nH]c1=O	1	6	-8	-1	0.6	-3	-5	-2	0	-3
O=C(CSc1nnc(CNC(=O)c2ccccc2F)o1)NCCc1ccccc1	2	-1	-3	-1	0.9	2	0	-1	0	-1
COc1cccc(Nc2nc3cc(OC)ccc3cc2C#N)c1	-3	1	-1	1	13*	-1	10	3	3	-5
Cc1ccccc1C(=O)NNC(=S)NC(=O)COc1ccccc1	44*	3	1	3	1.7	-8	-10	5	-14	7
C=CCN(CC=C)C[C@@H]1CSCCS(=O)(=O)N1	-1	-5	x	0	0.2	1	-6	-1	-6	1
COc1ccccc1NC(=O)c1ccc(NC(=O)CN2CCCCC2)cc1	-3	-8	-7	1	-0.5	-1	-8	1	-14	-2
COC(=O)c1sc(S(=O)(=O)Nc2ccc(C)cc2)c(C(=O)OC)c1C	-1	0	-4	-1	0.4	0	0	13	-8	7
Cc1cccc(NC(=O)CCN2C(=O)c3ccccc3C2=O)c1	7	-4	1	0	0.6	-1	-9	3	-4	1
O=[N+]([O-])c1ccc(S(=O)(=O)N2CCN(Cc3ccco3)CC2)cc1	-1	7	0	2	0.0	4	8	3	13	5
CC1(C(=O)O)CCN1C(=O)c1cccc(OC(F)(F)F)c1 (centres undefined)	-6	-2	x	4	1.9	-3	-8	3	-11	-1
O=C(c1cc(-c2ccccn2)nc2c(Cl)cccc12)N1CCN(S(=O)(=O)c2ccccc2)CC1	-1	5	-31	4	-2.0	5	6	-2	-2	-3
CCc1nnc(NC(=O)CCS(=O)(=O)Cc2ccccc2)s1	-7	3	3	0	-1.9	-4	-6	0	-12	7
O=C(CCc1c[nH]c2ccccc12)Nc1ncccc1O	8	-1	-4	1	-0.5	9	-8	-7	3	15
Cc1ccc(S(=O)(=O)N2CCN(c3ccccc3)CC2)cc1C	-1	1	-2	-4	1.0	-1	0	1	-1	-3
NS(=O)(=O)c1ccc(N/N=C/c2cn(-c3ccccc3)nc2-c2cccs2)c([N+](=O)[O-])c1	4	5	-2	-3	-0.8	4	5	8	-10	-6
Cc1cccnc1NC(=S)NC(=O)c1cncc(Br)c1	1	0	6	-1	0.7	-1	-2	-2	1	4
O=C(c1ccncc1)N1N=C(C2CCCCC2)CC1(O)C(F)(F)F (centres undefined)	0	-1	x	0	0.2	1	1	0	3	3
Cc1ccc(C(=O)Nc2ccc(NC(=O)c3ccco3)c(C)c2)cc1	6	-1	-4	3	0.8	-7	-2	3	5	9
O=C(CCS(=O)(=O)Cc1ccccc1F)NCCCN1CCCCC1	-2	-2	1	2	0.3	7	-2	-1	4	-3

(cont.)
SMILES	PRMT1 FP inh	Tn7 DDE FP	HTRA1 inh	LEDGF integ inh	PG9 binder	mABHD4 FP	TCR CD3 inh	UHRF1 binding	TDP2 inh	SIAE inh
COC(=O)c1cc(=O)n(CCc2ccccc2)c(=Nc2ccc(F)cc2)s1	1	-6	-12	-1	-1.2	-2	2	1	6	-1
COc1ccc(N2CCN(CCNC(=O)Nc3ccc(C)cc3Cl)CC2)cc1	-5	2	1	2	-0.1	2	-2	0	-2	1
CSc1cccc(NC(=O)CN(Cc2ccc(Cl)cc2)S(C)(=O)=O)c1	-1	-2	-20	-5	0.3	-11	6	-4	-6	-3
CC(=O)OCC(COC(C)=O)(CN1C(=O)c2ccccc2C1=O)CN1C(=O)c2ccccc2C1=O	-4	2	x	4	-0.3	-3	2	1	-2	-4
CN1CCSc2ccc(C(=O)Nc3ccc(Cl)cc3)cc21	-4	9	-2	2	-1.9	4	2	0	10	1
Cc1ccc(CN2C(=O)CSc3ccc(C(=O)NC4CC4)cc32)cc1	-1	-2	-7	0	0.0	2	-4	1	3	5
Cc1c(C(=O)NNS(=O)(=O)c2ccccc2Cl)sc(=S)n1C	0	2	-5	-1	-2.7	-2	3	-1	12	8
O=C1/C(=C/c2ccc([N+](=O)[O-])cc2)CCC1C1CCCC1 (centres undefined)	-1	5	-3	-2	-0.3	0	1	0	-7	1
COC(=O)C1=C(O)CSC1=Nc1ccccc1	4	-5	-1	-7	-0.4	-7	-9	2	-6	-1
Cc1noc(C(=O)NCc2ccco2)c1Cl	1	4	-2	5	1.0	-6	-4	2	-13	0
O=c1ccnc2n1COCS2	-1	-1	4	4	2.9	-4	2	5	-26	5
CCCc1cc(CN2CCOCC2)c(O)c(CN2CCOCC2)c1O	64*	3	7	-6	-0.5	16	-2	-5	1	1
O=c1ncn(-c2cccc(F)c2)c2ncccc12	-1	3	-2	3	-3.3	0	-1	1	-6	-4
O=C(Nc1ccc(F)cc1)C(CCc1ccccc1)N1CCN(c2ccncc2)CC1 (centres undefined)	-3	0	x	2	-1.0	-7	5	0	-1	-4
CC(CC(=O)c1ccc(F)cc1)N1CCN(c2ccccc2)CC1 (centres undefined)	1	-6	12	2	-0.2	5	6	1	-4	-3
N/C(=N\OC(=O)c1ccc(=O)n(Cc2ccccc2)c1)c1ccccn1	-1	-2	8	1	-2.0	3	9	-1	1	-4
OC(COc1ccc2c(c1)CCC2)Cn1cnc2ccccc21 (centres undefined)	-2	-5	4	1	-0.4	0	1	-4	1	-6
CCCc1[nH]n(-c2ccc(F)cc2)c(=O)c1C=Nc1ccc(C)cc1	-1	-5	-1	3	-3.3	5	-1	-5	7	-6
COc1ccc(NC(=O)c2cnc3ccccn3c2=O)c(OC)c1	1	-3	0	-5	-1.2	5	1	-2	0	6
O=C(C/C=N\OCc1ccc([N+](=O)[O-])cc1)Nc1ccc(Cl)cc1	0	0	-15	2	-2.4	-10	0	-2	-1	-8
Cc1cc(NC(=O)CN2C(=O)NC3(CCCCCC3)C2=O)ccc1Br	-2	-2	-17	3	0.5	-10	1	0	-5	-4
COc1ccc2c(c1)C(C)CC(C)(C)N2C(=O)Nc1ccccc1 (centres undefined)	6	3	-1	-1	-0.4	0	-14	-2	7	7
O=C(CCCC(=O)N(CC(=O)NC1CCCC1)c1cccc(F)c1)Nc1ccccn1	1	7	6	0	-3.3	4	2	0	9	5
O=C(/C=C/c1ccc2c(c1)OCO2)NCCSCc1c(Cl)cccc1Cl	2	6	-52	-6	-2.1	-28	7	2	-7	-42
CCOC(=O)C1=C(C)N(C)C(=O)NC1c1ccccc1OC (centres undefined)	4	3	-2	1	0.5	-5	-7	5	-8	-4

Other results follow.
SMILES	PRMT1 FP inh	Tn7 DDE FP	HTRA1 inh	LEDGF integ inh	PG9 binder	mABHD4 FP	TCR CD3 inh	UHRF1 binding	TDP2 inh	SIAE inh
O=C(c1ccc(S(=O)(=O)N2CCCC2)cc1)N1CCCc2ccccc21	2	-7	-3	1	-1.5	13	-4	-1	5	-5
Cc1csc2c(N3CCN(C(=O)Nc4ccc(OC(F)(F)F)cc4)CC3)ncnc12	-6	2	-20	3	-0.8	-15	8	-4	-3	-11
COc1cccc(CN(C)C(=O)c2ccc(NS(=O)(=O)c3ccc4[nH]c(=O)[nH]c4c3)cc2)c1OC	4	6	0	-4	-0.3	-9	0	6	-5	-4
CC1CCCC(C)N1CC(O)COC1CCC(C(C)(C)C)CC1 (centres undefined)	-4	7	1	8	0.3	3	1	-3	2	4
CC(=O)NCC(=O)NC1(C(=O)NC2CCCC2)CCCCC1	-3	1	1	0	0.2	3	1	0	0	1
Cn1c(N)cc(=O)[nH]c1=S	-1	3	-3	-1	0.2	0	-6	3	3	-2
CC(C)NC(=S)N/N=C/c1ccc(C(C)(C)C)cc1	7	-10	-17	-6	-1.4	1	2	1	-8	8
COC(=O)c1nn(-c2ccccc2)c(Cl)c1/C=N/OCc1ccc(C)cc1	-3	-2	-2	-2	3.5	-6	1	0	6	-11
CCC(=O)Nc1nc2ccccc2n1Cc1ccc(Cl)cc1	6	-5	6	15*	-1.3	2	-5	15	-4	-5
CS(=O)(=O)c1cccc(OCCCN2CCC(C(O)(c3ccccc3)c3ccccc3)CC2)c1	0	2	x	0	-0.4	4	2	5	5	2
CCOC(=O)N1CCN(C(=O)COc2ccc3c(c2)C(=O)CC(C)(C)O3)CC1	-2	2	-3	7	1.2	-13	-11	5	-11	-5
COc1ccccc1OCCn1cc(C=O)c2ccccc21	-1	1	0	-2	-1.8	-3	10	0	6	5
O=C(O)c1ccc2c(=O)n(-c3ccccc3)c(=S)[nH]c2c1	0	4	-1	0	0.5	-5	5	2	16	0
c1ccc(-c2nc(CSc3nnnn3-c3ccccc3)cs2)cc1	1	3	-13	1	0.8	-10	1	2	9	-1

Retrieved one by one from the list above:
SMILES	PRMT1 FP inh	Tn7 DDE FP	HTRA1 inh	LEDGF integ inh	PG9 binder	mABHD4 FP	TCR CD3 inh	UHRF1 binding	TDP2 inh	SIAE inh
CC(C)NC(=S)N/N=C/c1ccc(C(C)(C)C)cc1	7	-10	-17	-6	-1.4	1	2	1	-8	8
c1ccc(-c2nc(CSc3nnnn3-c3ccccc3)cs2)cc1	1	3	-13	1	0.8	-10	1	2	9	-1
Cn1c(N)cc(=O)[nH]c1=S	-1	3	-3	-1	0.2	0	-6	3	3	-2
Cc1csc2c(N3CCN(C(=O)Nc4ccc(OC(F)(F)F)cc4)CC3)ncnc12	-6	2	-20	3	-0.8	-15	8	-4	-3	-11
